# Screens deposited in PubChem BioAssay by several laboratories.
# CSN deneddyl inh: inhibitors of CSN-mediated cullin deneddylation, primary screen, biochemical, fluorescence polarization, uHTS | Purified CSN, SCF-Nedd8-OG deneddylation | 360,000 compounds, 0.38% hits | inhibition, % at 12.5 µM | AID 651999, 2013;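 active = pattern-corrected inhibition above about 35%, with an unprinted fluorescence ratio check between 0.5 and 1.5, limit read from the data, passing the limit was not always enough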;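 also: 0% = enzyme with substrate and 100% = substrate without enzyme; some results filed as inactive read as strong as hits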
# Target sequence (Q92905 whole entry, looked up, one chain of several): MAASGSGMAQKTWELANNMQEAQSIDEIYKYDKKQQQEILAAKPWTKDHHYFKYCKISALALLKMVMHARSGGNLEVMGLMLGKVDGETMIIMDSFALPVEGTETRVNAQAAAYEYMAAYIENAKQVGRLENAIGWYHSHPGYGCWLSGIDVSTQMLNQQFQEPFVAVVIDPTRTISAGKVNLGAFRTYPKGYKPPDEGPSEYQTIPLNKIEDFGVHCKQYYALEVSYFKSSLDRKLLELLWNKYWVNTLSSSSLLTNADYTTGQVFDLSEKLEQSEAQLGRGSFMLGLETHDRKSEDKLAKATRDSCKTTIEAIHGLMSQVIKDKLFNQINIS
#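 Detection – fluorescence polarization · System – HEK293T-derived human Csn5 enzyme · Controls – substrate-only high control, full reaction low control · Timing – 90 min, room temperature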
# FAS TE block: FAS thioesterase domain inhibitors, primary screen, biochemical, fluorescence intensity, uHTS; Fatty acid synthase (Homo sapiens), P49327; recombinant FAS-TE, OMFH fluorogenic substrate, fluorescence endpoint; inhibition, % at 15 µM; 360,000 compounds, 0.67% hits; AID 602261, 2012;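 active = compounds whose normalised, plate-corrected inhibition of enzyme fluorescence in the single-dose primary screen is 50% or more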;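 also: 0% = DMSO with enzyme and 100% = substrate without enzyme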
# MLLE-PAM2 inh: inhibitors of PABP1 MLLE–PAM2 peptide binding, primary screen, biochemical, fluorescence polarization, FITC-PAM2, GST-MLLE; inhibition, % at 20 µM; 360,000 compounds, 0.36% hits; in the data active = inhibition above about 35%, passing the limit was not always enough;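 also: plate controls were DMSO wells with GST-MLLE for no effect and wells lacking GST-MLLE protein for full effect; some results filed as inactive read as strong as hits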
# Rpn11 inh: Rpn11 (PSMD14) deubiquitinase inhibitors, primary screen, biochemical, fluorescence polarization, uHTS | 26S proteasome non-ATPase regulatory subunit 14 (Homo sapiens), O00487 | human 26S proteasome, Ub4-pepOG fluorescence polarization; 20S core pre-blocked with epoxomicin | calls only at 20 µM | 360,000 compounds, 0.59% hits;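 active = inhibition at 20 µM, scaled to each plate's controls, above about 33%, limit read from the data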
# Neddyl block: inhibitors of cullin neddylation, primary screen, biochemical, TR-FRET, uHTS, NAE and Ubc12. NEDD8-conjugating enzyme Ubc12 (Homo sapiens) + NEDD8-activating enzyme E1 regulatory …. calls only at 25 µM. 360,000 compounds, 0.58% hits. AID 651699, 2012; in the data active = inhibition above about 36%
# Target sequence (P61081 whole entry, looked up): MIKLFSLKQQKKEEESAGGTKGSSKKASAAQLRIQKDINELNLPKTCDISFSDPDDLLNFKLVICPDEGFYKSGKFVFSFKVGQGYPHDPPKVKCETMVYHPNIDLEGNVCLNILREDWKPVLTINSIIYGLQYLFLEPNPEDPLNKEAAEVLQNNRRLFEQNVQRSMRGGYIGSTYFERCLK
# Target sequence (Q13564 whole entry, looked up): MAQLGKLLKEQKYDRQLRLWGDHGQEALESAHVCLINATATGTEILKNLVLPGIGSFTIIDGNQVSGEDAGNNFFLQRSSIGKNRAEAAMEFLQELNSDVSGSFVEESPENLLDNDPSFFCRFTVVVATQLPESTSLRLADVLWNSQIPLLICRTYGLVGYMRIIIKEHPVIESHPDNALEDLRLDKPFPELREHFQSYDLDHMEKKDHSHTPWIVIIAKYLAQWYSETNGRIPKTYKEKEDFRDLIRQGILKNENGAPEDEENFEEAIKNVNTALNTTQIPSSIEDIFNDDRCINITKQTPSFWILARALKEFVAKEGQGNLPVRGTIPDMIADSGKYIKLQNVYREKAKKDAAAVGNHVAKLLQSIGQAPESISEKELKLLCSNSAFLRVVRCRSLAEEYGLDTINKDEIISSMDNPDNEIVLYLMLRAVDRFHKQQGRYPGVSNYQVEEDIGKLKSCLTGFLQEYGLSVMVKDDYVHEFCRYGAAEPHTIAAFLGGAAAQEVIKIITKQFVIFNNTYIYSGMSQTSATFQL
# Rin1 Abl inh: inhibitors of Rin1-Abl protein binding, primary screen, biochemical, TR-FRET | Tyrosine-protein kinase ABL1 (Homo sapiens) + Ras and Rab interactor 1 (Homo sapiens), … | inhibition, % at 7.35 µM | 360,000 compounds, 0.4% hits; in the data active = inhibition above about 5%, passing the limit was not always enough
# MT1-MMP act inh: blockers of MT1-MMP proenzyme processing, primary screen, HT1080 RFP-PRO-GFP cells, GFP/RFP fluorescence; GFP/RFP ratio fluorescence, overnight; percent of plate control window, DMSO zero; Matrix metalloproteinase-14 (Homo sapiens), P50281; GFP/RFP ratio change, % at 20 µM; 360,000 compounds, 0.061% hits;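 active = GFP/RFP ratio change of at least 30% with cell ATP level not reduced by more than half and red fluorescence within 50% of control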; also: strong numbers were not always called active
#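 Read-out: GFP/RFP fluorescence ratio; Test system: RFP-PRO-GFP reporter HT1080 cells; Compound dosing: single-point 20 µM compound, 1% DMSO; Times: overnight compound exposure at 37 °C.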
# NadD block: inhibitors of S. aureus NadD, primary screen, biochemical, colorimetric, uHTS | 360,000 compounds, 0.78% hits | purified NadD enzyme, colorimetric absorbance read-out | inhibition, % at 20 µM; in the data active = inhibition above about 26%; also: some compounds past the cut are filed as inactive
# SKN-1 block: suppressors of acrylamide-induced Pgst-4::GFP reporter in worms, primary screen, SKN-1 inhibitor project, whole organism, uHTS, GFP/RFP fluorescence ratio, strain VP596; 360,000 compounds, 0.49% hits; C. elegans VP596 Pgst-4::GFP/RFP ratio, 24 h; inhibition, % at 21.8 µM;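 active = interference check ratio from 0.5 to 1.5 plus GFP to RFP signal ratio inhibition reaching or exceeding a fixed threshold, cut at about 30% in these data, passing the limit was not always enough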; also: some compounds called inactive have numbers as strong as hits
# Numbers without * were called inactive; i = inactive; x = no result given.
SMILES,CSN deneddyl inh,FAS TE block,MLLE-PAM2 inh,Rpn11 inh,Neddyl block,Rin1 Abl inh,MT1-MMP act inh,NadD block,SKN-1 block
C/C(=N/NC(=O)c1ccoc1C)C12CC3CC(CC(C3)C1)C2,-11.0,-3.1,-3.9,i,i,-1.0,2.8,0.0,-12.2
CC1CCCN1c1ccnc2cc(Cl)ccc12 (stereo not given),9.9,-7.9,-5.9,i,i,4.2,4.0,-1.9,17.3
CC1CCN(S(=O)(=O)c2cccc(C(=O)O)c2)CC1,-4.6,-6.8,0.7,i,i,-2.5,2.0,-9.7,-1.6
CCCn1nnnc1NC(=O)c1ccc2ccccc2c1,-3.5,-0.8,-4.5,i,i,-3.6,7.6,8.3,0.8
COc1nc(NC(C)(C)C)nc(Oc2ccc(=O)n(C)n2)n1,-5.0,-6.2,12.3,i,i,-4.8,3.9,-6.8,6.6
Cc1ccsc1/C=N\NC(=O)CCc1c(C)n[nH]c1C,-6.7,-2.9,-131.9,i,i,-5.8,-2.4,0.3,7.3
CCOC(=O)c1cc(C(=O)OCC)c2cc(Br)ccc2n1,-4.0,15.2,-2.3,i,i,-10.2,5.0,0.9,2.3
CCOC(=O)c1c(N)sc2c1CCS(=O)(=O)C2,3.4,14.5,38.9*,i,i,-2.4,1.4,7.5,-6.8
CC(C)COC(=O)N1CC(O)CC1C(=O)O (stereo not given),-1.8,-7.9,11.5,i,i,-3.8,4.2,6.0,-10.1
COc1cc(Nc2nc3ccc(Cl)cc3n3cnnc23)cc(OC)c1OC,3.5,-0.5,4.3,i,x,0.4,8.3,-9.5,6.0
O=C1NC[C@H](CCCCN2C[C@H](Cc3ccccc3)N(CCC3CCCCC3)C(=O)C2=O)N(CCc2ccc(O)cc2)C1=O,4.9,14.6,x,x,i,x,-2.7,22.8,-3.9
COc1ccc(C(C(=O)Nc2ccc(C(C)C)cc2)N(Cc2ccco2)C(=O)CC2NC(=O)NC2=O)cc1 (stereo not given),3.3,11.5,8.9,i,i,-2.9,-3.9,8.2,1.0
Cc1ccc(S(=O)(=O)N2CCN(Cc3cc(C(C)(C)C)ccc3O)CC2)cc1,-0.8,8.2,-1.1,i,i,1.8,-1.8,2.3,15.9
OC(CNCc1ccc(-c2ccccc2)cc1)c1ccccc1 (stereo not given),-0.1,0.2,0.9,i,i,-0.4,-5.1,-5.3,-1.0
Cc1nnc(SCC(=O)Nc2ccc(N3CCN(S(C)(=O)=O)CC3)cc2)o1,0.4,-5.5,0.6,i,i,1.0,-1.7,-0.7,-3.4
COc1ccc(OC)c(CCNC(=O)Cn2cccc2C(=O)c2ccccc2)c1,-1.1,0.1,-5.1,i,i,-0.5,2.9,-4.2,0.5
Cc1cccc(N2CCN(C(=O)C34CC5CC(CC(C5)C3)C4)CC2)c1C,1.8,20.9,-29.8,i,i,0.6,-6.4,1.5,8.6
CCOc1ccc(OCCC(=O)Nc2ccc3c(c2)OCO3)cc1,-3.0,3.9,-9.3,i,i,0.0,6.0,-3.7,10.6
O=C(COC(=O)/C=C/c1ccc(Cl)c(Cl)c1)NC1CCS(=O)(=O)C1 (stereo not given),-0.6,3.4,-4.8,i,i,-1.4,1.8,-3.1,-1.3
C#CCOCCOCCOCCNc1nc(N2CCN(C(=O)Cn3cc(CC(C)O)nn3)CC2)nc(N2CCN(C(=O)[C@H]([C@@H](C)CC)n3cc(CCCN=C(N)N)nn3)CC2)n1 (stereo not given in full),0.3,-5.4,8.2,i,i,0.9,-4.1,-3.8,-1.8
COc1ccc(NC(=O)COC(=O)C2CCC2)cc1Cl,1.1,-1.9,6.9,i,i,-0.9,-1.3,3.0,-12.1
CC1CCN(C(=O)c2cc(-c3ccc4c(c3)OCO4)on2)CC1,-4.2,5.3,-12.5,i,i,-0.7,3.6,-6.9,5.6
Cc1ccc(NC(=O)CC2(CC(=O)O)CCCC2)c(C)c1,0.0,-3.3,6.8,i,i,-1.5,-0.8,-5.2,-1.7
Cc1ccccc1C(=O)N1CCN(c2ccc(NC(=S)NC(=O)c3ccco3)cc2)CC1,3.1,10.3,17.1,i,i,3.5,-7.7,13.2,1.2
O=C(CN1C(=O)c2ccccc2C1=O)OCC(=O)c1ccccc1,-1.5,-4.0,1.9,i,i,-2.1,2.8,-3.9,1.4
SMILES,CSN deneddyl inh,FAS TE block,MLLE-PAM2 inh,Rpn11 inh,Neddyl block,Rin1 Abl inh,MT1-MMP act inh,NadD block,SKN-1 block
c1ccc(CCc2nc(-c3cccnc3)no2)cc1,1.5,-5.0,6.4,i,i,0.3,-1.6,-1.6,-4.2
CC(C)c1csc(CN2CCC(CO)(Cc3ccccc3)CC2)n1,3.0,-3.5,12.7,i,i,1.9,0.1,-5.9,8.7
O=C1NC(=O)C2C3c4ccccc4C(c4ccccc43)C12 (stereo not given),6.2,-10.4,-8.0,i,i,2.1,7.2,7.2,-4.4
c1coc(CSSCc2ccco2)c1,48.5,-7.2,27.4,i,i,2.8,-4.2,0.4,5.0
Nc1nnc(SCC(=O)N2CCc3ccccc3C2)s1,-0.2,-8.4,-0.6,i,i,4.2,-1.8,-5.0,0.5
COc1ccc(C(=O)COc2ccccc2C#N)cc1,0.9,3.9,7.5,i,i,0.9,-2.5,-1.4,12.5
Cc1ccc(C(=O)Nc2ccc3cn[nH]c3c2)cc1S(=O)(=O)N1CCCCC1,9.9,7.4,10.0,i,i,-0.5,-1.9,4.3,9.8
COCCCn1c(N)c(-c2nc3ccccc3n2C)c2nc3ccccc3nc21,12.1,1.6,-23.0,i,x,-3.4,-34.3,-4.6,8.2
Cc1cccc(NC(=O)CN(C)S(=O)(=O)c2cnc[nH]2)c1,1.9,-12.3,-2.5,i,i,1.4,2.2,-1.7,-18.6
CCOC(=O)C1=C(NC(=S)NC(=O)c2ccccc2)c2ccccc2CC1(C)CC (stereo not given),2.8,31.4,33.3,i,i,0.3,-13.5,-0.9,5.7
Cc1cc2c(cc(C(=O)O)n2C)s1,2.0,-2.7,10.6,i,i,-2.2,-4.1,3.0,6.5
CCn1cc(C(=O)NCC(OC)OC)c(=O)c2cc(S(=O)(=O)N(C)C3CCCCC3)ccc21,1.3,19.7,-9.1,i,i,3.4,-7.3,3.8,-8.5
O=C(CSc1nc2ncc(Br)cc2[nH]1)Nc1ccccc1-c1ccccc1,3.4,3.4,-39.4,i,i,-1.0,2.3,1.5,5.2
COc1ccc(NC(=O)c2nn(C34CC5CC(CC(C5)C3)C4)cc2[N+](=O)[O-])cc1,-2.5,-9.8,7.8,i,i,2.4,-3.3,-4.8,0.2
Fc1ccc(CN2CCN(c3ncccn3)CC2)cc1,37.0*,-6.0,-3.2,i,i,-1.9,-0.5,2.0,9.2
O=C(CN1CCN(c2ccc(C(F)(F)F)cn2)CC1)NCc1ccc2c(c1)OCO2,-3.3,12.2,10.9,i,i,0.5,11.2,-3.5,-10.8
O=C(O)C1CCCN1C(=O)c1cncc(Br)c1 (stereo not given),3.6,-8.0,-1.7,i,i,0.3,-2.5,1.4,0.9
COc1ccc(/C=N/NC(=O)c2ccncc2)c(C(=O)O)c1OC,1.5,-4.0,7.6,i,i,-0.5,1.6,-3.0,-0.6
COC(=O)c1cn[nH]c1NC(=S)Nc1ccccc1C,0.6,-158.7,24.1,i,i,1.9,0.4,-2.1,0.8
NC(=O)CSCc1c(Cl)cccc1Cl,1.4,-5.5,-6.8,i,i,2.3,5.4,1.9,0.5
Cc1ccc(-n2nc3c(=O)n(CCCC(=O)NCc4ccc(F)cc4)nc(C)c3c2C)cc1,2.0,-1.4,13.9,i,i,-1.8,7.8,6.6,-2.8
COc1cccc(CN2CC(C(=O)NCc3cccc(Cl)c3)CCC2=O)c1 (stereo not given),4.0,-1.4,-0.8,i,i,4.3,5.0,-1.0,-3.6
CN(C)C=NC(=O)/C(C#N)=C1\CCc2ccccc2N1,-3.7,-6.8,7.2,i,i,-1.2,-5.3,-4.5,-8.3
COc1ccccc1C(=O)Nc1nnc(S(=O)(=O)N(C)Cc2ccccc2)s1,-4.6,15.3,1.6,i,i,1.4,-1.4,-0.2,-5.2
CCOc1ccccc1N1CCN(C(=O)c2ccc3nc(N)sc3c2)CC1,1.8,-0.1,5.8,i,i,0.6,0.5,2.0,-3.2

# Grouped by structure: the entries above with fluorine.
SMILES,CSN deneddyl inh,FAS TE block,MLLE-PAM2 inh,Rpn11 inh,Neddyl block,Rin1 Abl inh,MT1-MMP act inh,NadD block,SKN-1 block
Fc1ccc(CN2CCN(c3ncccn3)CC2)cc1,37.0*,-6.0,-3.2,i,i,-1.9,-0.5,2.0,9.2
O=C(CN1CCN(c2ccc(C(F)(F)F)cn2)CC1)NCc1ccc2c(c1)OCO2,-3.3,12.2,10.9,i,i,0.5,11.2,-3.5,-10.8
Cc1ccc(-n2nc3c(=O)n(CCCC(=O)NCc4ccc(F)cc4)nc(C)c3c2C)cc1,2.0,-1.4,13.9,i,i,-1.8,7.8,6.6,-2.8

# The list goes on:
SMILES,CSN deneddyl inh,FAS TE block,MLLE-PAM2 inh,Rpn11 inh,Neddyl block,Rin1 Abl inh,MT1-MMP act inh,NadD block,SKN-1 block
CCOC(=O)N1CCN(C(=O)CSc2ncnc3ccccc23)CC1,-2.8,-10.1,25.1,i,i,-0.8,0.3,-5.0,5.5
CCCCOc1ccccc1NC(=O)C=C(C)C,3.6,1.4,2.0,i,i,-0.1,4.7,-3.8,17.6
CC(C)(C)[C@H]1COC(=O)CC/C=C\C[C@@H](CC(=O)N[C@H](CO)Cc2ccccc2)C(=O)N1,-1.8,-7.5,10.4,i,i,1.3,2.7,1.7,11.8
O=C(Nc1cccs1)NC1CCCC1,0.2,-1.6,-6.1,i,i,-3.6,-5.0,-0.6,-6.9
Cc1nc(SC2CC(=O)N(c3ccccc3)C2=O)n[nH]1 (stereo not given),0.4,-6.0,16.0,i,i,0.6,1.0,3.5,15.9
COC(=O)C1=C(C)C(c2ccc(OC)cc2)NC(=O)N1 (stereo not given),-3.3,-4.6,-0.5,i,i,-3.2,0.9,-3.6,-6.3
C=CCOC(=O)C1=C(C)NC(SCC(N)=O)=C(C#N)C1c1cccs1 (stereo not given),-5.5,7.4,-1.5,i,i,-3.2,-5.5,5.3,14.3
O=S(=O)(c1ccc(-c2csc(-c3cccnc3)n2)cc1)N1CCOCC1,-10.0,78.7*,10.0,i,i,-6.7,6.6,4.4,8.9
O=C(NCc1ccco1)c1cccc(-c2cncc3nccn23)c1,5.4,-13.9,4.5,i,x,1.5,0.4,-8.3,-1.6
O=C(Nc1ccccc1Br)C1CCCN1S(=O)(=O)c1cccc2nsnc12 (stereo not given),2.9,2.6,3.5,i,i,-1.0,-0.6,-5.3,12.7
O=C(c1cc2c(=O)n3ccccc3nc2s1)N1CCN(Cc2ccccc2)CC1,-0.6,0.3,-7.8,i,x,1.3,-0.2,5.6,6.4
